Screening results deposited in PubChem by National Center for Advancing Translational Sciences (NCATS).
GLS inh: inhibitors of human glutaminase (GLS); Potency, µM (top dose mostly 45.5 µM), without a hit: top-dose activity change, negative = inhibition, actives largely listed as inhibitors; hit rate 0.21% among 410,000; GLS enzymatic activity, qHTS titration; O94925; active means well fitted inhibition curve with a large enough effect; inconclusive means small, poorly fitted or top-dose-only effect, or another doubt; inactive means no such curve, though single readings can be large or run the other way; further: potency means the concentration at half of the fitted maximal effect
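hKGA in 45 mM KH2PO4 pH 8.2, 0.02% Tween-20 with pin-transferred compounds; 1 mM L-glutamine (stock) plus glutamate oxidase/HRP/Amplex Red coupling added. Fluorescence read initially and after 30 min at RT.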
PI4K2A block: PI4K2A (human) kinase inhibition | Q9BTU6 | purified PI4K2A, ADP-Glo luminescence, 1 h; hits give low values | hit rate 0.13% among 420,000 | activity change, negative = inhibition, % at 76.9 µM; in the data active means activity change below about -50%; inconclusive means mostly about -30% to -49%;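 further: -100% = wells without enzyme as full effect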
Target sequence (Q9BTU6 whole entry, looked up): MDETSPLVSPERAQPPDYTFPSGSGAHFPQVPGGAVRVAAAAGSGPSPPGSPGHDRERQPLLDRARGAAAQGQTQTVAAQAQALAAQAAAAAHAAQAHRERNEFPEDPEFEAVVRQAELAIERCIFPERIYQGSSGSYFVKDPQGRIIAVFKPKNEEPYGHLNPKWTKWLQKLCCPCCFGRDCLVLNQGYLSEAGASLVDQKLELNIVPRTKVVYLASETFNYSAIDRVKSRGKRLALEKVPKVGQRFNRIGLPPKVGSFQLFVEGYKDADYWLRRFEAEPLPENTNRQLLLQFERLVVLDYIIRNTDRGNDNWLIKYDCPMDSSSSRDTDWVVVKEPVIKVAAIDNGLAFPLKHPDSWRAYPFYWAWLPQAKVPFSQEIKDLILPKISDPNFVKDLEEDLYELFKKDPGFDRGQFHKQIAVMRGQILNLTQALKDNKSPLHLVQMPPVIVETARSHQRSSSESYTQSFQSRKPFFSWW
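Compounds are screened against recombinant PI4K2A using PI as substrate and ATP, the latter dispensed at 300 microM. Reactions run one hour at ambient temperature before ADP-Glo detection; full inhibition defined by wells lacking enzyme.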
The depositor's hits bear a star; ? = inconclusive. Unless noted, on the % scale 0 is the no-effect control and ±100 the full control effect. A portion of the library (hit frequency here may not be typical).

GLS inh | PI4K2A block | compound
4.4% | -3.0 | Cc1ccc(F)c(S(=O)(=O)NC(=O)C2(C)CCN2C(=O)Cc2ccsc2)c1 (centres undefined)
0.5% | -2.4 | COC(=O)c1ccc2nc(-c3ccc(OC)c(OC)c3)c(Cc3cccc(F)c3)n2c1
-5.2% | 6.4 | COc1cc(CNC(=O)Nc2nnc([C@@H]3C[C@H](O)[C@@H](CO)O3)s2)cc(OC)c1OC
1.3% | -1.1 | COc1ccc(-c2noc(-c3csc([C@@H]4O[C@H](CO)[C@H](O)[C@H](O)[C@H]4O)n3)n2)cc1OC
-4.3% | -4.6 | CC1(C(=O)NC2CCCC2)CCC(=O)N1CCCn1ccnc1 (centres undefined)
15.7% | -1.3 | CC(C)N1CCC1(C)C(=O)Nc1cc(-c2ccccc2)nn1C (centres undefined)
-1.7% | 5.9 | COc1ccc(Br)c(Cn2c(C)c(C(=O)N(C)Cc3ccc(F)cc3)sc2=O)c1
-5.2% | 1.4 | CC(=O)Nc1cncc(-c2cccc(C(=O)N(C)C)c2)n1
3.7% | -4.9 | O=C1C(=Cc2cccc(F)c2)Cc2ccccc21
7.4% | -1.7 | COc1ccc(C(O)c2nc(-c3cccc(C(F)(F)F)c3)cs2)cc1 (centres undefined)
-22.4% | 2.4 | COc1ccccc1-c1cnc(C(O)c2ccc(C(C)(C)C)cc2)[nH]1 (centres undefined)
15.7% | -1.5 | CCOC(=O)C1(C)CCCN(C(=O)C(c2ccccc2)c2ccccc2)C1 (centres undefined)
-4.3% | -1.1 | O=C(NCc1ccncc1)[C@@H]1CCCN1C(=O)[C@@H]1CCCN1C(=O)c1cccs1
2.3% | -2.2 | COCCN1C(=O)c2ccccc2C1c1nc2ccccc2[nH]1 (centres undefined)
-1.6% | 0.6 | CN(C)CCCNc1nc2cc(-c3cnn(C)c3)sc2c(=O)n1C
-15.3% | 1.2 | CCCCCCCCCCCCCCCCCCNC(=O)OC1CCN(C(=O)OC[C@H](COC(=O)N(Cc2cccc[n+]2CC)C(=O)c2ccccc2OC)OC)CC1
-4.2% | -22.8 | O=S1(=O)CC(N2CCN(CCO)CC2)CN1Cc1cn(Cc2cccc(Cl)c2)nn1 (centres undefined)
-0.7% | 0.6 | COc1ccc(-c2ccc(C(=O)Nc3cccc(NS(C)(=O)=O)c3)c3occc23)c(C)c1
1.2% | -1.4 | CC1(C(=O)Nc2ccc(Cl)c(Cl)c2)CCN1C(=O)CCC1CCCC1 (centres undefined)
1.0% | 3.9 | Cc1ccc(S(=O)(=O)N2C[C@H]3C(=O)C[C@@H](c4cccs4)N(S(=O)(=O)c4ccc(C)cc4)[C@H]3C[C@H]2c2ccccc2)cc1
-5.5% | 1.5 | CC1(C(=O)Nc2ccc3c(c2)OCO3)Cc2c(-c3ccc4c(c3)OCO4)ccnc2O1 (centres undefined)
8.8% | -1.7 | COC(=O)c1ccc(Cn2c(C)c(C(=O)NCc3ccc(Cl)c(Cl)c3)sc2=O)o1
8.0% | -7.0 | O=C1NC[C@@H](CCCCN2CCN(CCc3ccccc3)C(=O)C2=O)N(CCc2ccc(O)cc2)C1=O
14.4% | -4.8 | CC(C)=CCC[C@H](C)C[C@@H]1Cc2[nH][nH]c(=O)c2[C@H](c2ccc(Cl)cc2)O1
1.0% | -2.3 | Nc1nc2c(Br)ccc(Br)c2cc1C(=O)NCCc1ccccc1
-3.7% | 4.2 | OC(c1ccc(F)c(F)c1)c1nc(-c2ccc3c(c2)OCO3)cs1 (centres undefined)
6.5% | -2.0 | O=C(Nc1ccc(F)c(Cl)c1)c1csc([C@@H]2O[C@H](CO)[C@H](O)[C@H](O)[C@H]2O)n1
4.5% | 1.5 | COC(=O)C(C#N)(CCC(=O)c1ccccc1)CCC(=O)c1ccccc1
? | -5.7 | CCOC(=O)[C@]12CCC=C1N(Cc1ccco1)C(=O)[C@H](CC(=O)NCc1ccc(C)o1)C2
9.5% | 0.3 | C#CCN1CCc2onc(-c3ccccc3OC)c2C1=O

4 records drawn at random from those above:
GLS inh | PI4K2A block | compound
8.0% | -7.0 | O=C1NC[C@@H](CCCCN2CCN(CCc3ccccc3)C(=O)C2=O)N(CCc2ccc(O)cc2)C1=O
-1.7% | 5.9 | COc1ccc(Br)c(Cn2c(C)c(C(=O)N(C)Cc3ccc(F)cc3)sc2=O)c1
-5.5% | 1.5 | CC1(C(=O)Nc2ccc3c(c2)OCO3)Cc2c(-c3ccc4c(c3)OCO4)ccnc2O1 (centres undefined)
14.4% | -4.8 | CC(C)=CCC[C@H](C)C[C@@H]1Cc2[nH][nH]c(=O)c2[C@H](c2ccc(Cl)cc2)O1

Continuation:
GLS inh | PI4K2A block | compound
-0.7% | 4.2 | COc1ccc(Cl)c(-c2cc(C(=O)NCc3ccco3)[nH]n2)c1
-10.4% | -0.7 | Cc1ccc(NC(=O)CNC(=O)CN2C(=O)c3ccccc3C2=O)cc1
-15.1% | 3.4 | Cc1c(C(=O)NCc2ccc(F)cc2)sc(=O)n1Cc1ccc(C(=O)c2ccccc2)cc1
-29.7% | -1.2 | CCCCc1c(-c2ccccc2OC)ncn1CCc1cccc(F)c1
-4.1% | -6.3 | COc1cc(F)ccc1-c1csc(C(NC(C)=O)c2ccc(F)c(F)c2)n1 (centres undefined)
-3.4% | -2.6 | CC1(C(=O)NCc2ccccc2)CCC(=O)N1CCCn1ccnc1 (centres undefined)
-0.9% | 2.2 | CCCCN(C=O)c1c(CC)nc2ccc(C(=O)N(CC)CCN(C)C)cn12
-1.8% | -0.5 | COc1cc(OC)cc(-c2noc([C@@H]3O[C@H](CO)[C@H](O)[C@H](O)[C@H]3O)n2)c1
-9.3% | 0.1 | Cc1cccc(C)c1-n1nnnc1-c1nc2cc3ccccc3cc2[nH]c1=O
-2.3% | -2.7 | CCCN(C)C1CN(Cc2cn(Cc3ccc(OC)cc3)nn2)S(=O)(=O)C1 (centres undefined)
0.7% | 3.3 | Cc1ccccc1-c1cnc(C(O)c2ccccc2)[nH]1 (centres undefined)
-0.3% | -1.6 | COc1cc(CN2C[C@@H](CO)O[C@@H](n3cnc4c(N5CCN(C)CC5)ncnc43)C2)cc(OC)c1OC
17.8% | 0.6 | COc1ccc(NC(=S)N2CCN(c3ccc4c(c3)C3CCN(C(=O)OCc5ccccc5)C4C3)CC2)c(OC)c1 (centres undefined)
-20.4% | 2.5 | CN(Cc1ccccc1)C(=O)[C@@H]1CCCN1C(=O)[C@@H]1CCCN1C(=O)c1ccc(Cl)cc1
17.2% | -4.0 | Clc1ccc(-c2cnc3cccnn23)cc1
16.2% | 1.4 | CC(=O)Nc1cncc(-c2ccccc2N(C)C)n1
-1.6% | -3.2 | CCCCn1nnnc1C(c1cc2ccccc2o1)N1CCOCC1 (centres undefined)
-9.2% | -1.9 | Cn1cnc(S(=O)(=O)N2CCCCC2c2cc(C(=O)Nc3ccc(F)c(Cl)c3)no2)c1 (centres undefined)
-5.7% | -1.7 | COC[C@@H]1CCCN1c1ccc2c(c1)O[C@@H](COCc1ccccc1)CN([C@H](C)c1ccccc1)S2(=O)=O
12.0% | -3.4 | CCNC(=O)C1(C)CCCN(CCOc2ccc(OC)cc2)C1 (centres undefined)
-0.4% | -10.0 | CN(Cc1ccccc1)C(=O)c1ccc2nc([C@@H]3O[C@H](CO)[C@H](O)[C@H](O)[C@H]3O)[nH]c2c1
-0.7% | 4.8 | COc1ccc(-c2cc3nc(NCCOc4ccccc4)ccn3n2)cc1
-1.6% | -3.2 | COc1ccc(NC(=O)C2Cc3c(-c4ccc(Cl)cc4)ccnc3O2)cn1 (centres undefined)
6.8% | -4.6 | CC(=O)NC(c1ccccc1)c1nc(-c2ccc(C)c(C)c2)cs1 (centres undefined)
-2.0% | 5.2 | CCCCNC(=O)C1(C)CCCCN1C(=O)c1ccc2sccc2c1 (centres undefined)
-8.2% | -1.4 | CC(=O)NCCNC(=O)C1Cc2c(-c3ccc4c(c3)OCO4)ccnc2O1 (centres undefined)
13.8% | 1.0 | Cc1ccccc1-c1cc2nc(OCC3CCCO3)n(C)c(=O)c2s1 (centres undefined)
-6.1% | 1.2 | O=C([C@H]1O[C@@H](n2ccc(=O)[nH]c2=O)[C@H](O)[C@@H]1O)N1CCN(c2ccc(Cl)cn2)CC1
4.9% | 0.0 | O=C(NCc1ccncc1)[C@@H]1CCCN1C(=O)[C@H]1CCCN1C(=O)c1cccc(Cl)c1
3.8% | 2.7 | O=C(/C=C/[C@H]1O[C@@H](n2ccc(=O)[nH]c2=O)[C@H](O)[C@@H]1O)NCc1ccccc1
-0.3% | -0.6 | O=C1NC[C@@H](CCCCN2C[C@H](Cc3ccc(O)cc3)N(CC3CCCCC3)C(=O)C2=O)N(Cc2ccccc2)C1=O
0.4% | -3.7 | CCCCNC(=O)C1c2ccccc2OCC(=O)N1Cc1ccco1 (centres undefined)
4.8% | 3.6 | CCCCCCn1cc(CN2CC(N(C)CC)CS2(=O)=O)nn1 (centres undefined)
6.0% | 1.0 | CCc1nc2ccc(C(=O)N3CCN(C(=O)c4ccco4)CC3)cn2c1N(CC)Cc1cccc(Br)c1
0.4% | -2.3 | O=C(Nc1cccc(Cc2ccccc2)c1)Nc1ccc2nc([C@@H]3O[C@H](CO)[C@@H](O)[C@H](O)[C@H]3O)[nH]c2c1
-3.3% | -3.0 | Cc1cc2nc(-c3ccccc3)c(CC(C)(C)C)n2c(C)c1Br
1.8% | -1.4 | CC(=O)Nc1cccc(-c2ccnc3c2CC(C)(C(=O)Nc2cccc(C(F)(F)F)c2)O3)c1 (centres undefined)
-0.9% | -2.5 | CCOC1=C2CN(S(=O)(=O)c3ccc(C)cc3)[C@H](c3ccccc3)C[C@H]2n2c(=O)n(-c3ccccc3)c(=O)n2C1
4.2% | 2.7 | COC(=O)[C@]12CCCCC=C1N(Cc1ccco1)C(=O)[C@H](CC(=O)NCCC(C)C)C2
-0.1% | -9.5 | COc1ccc(-c2cc(NC=O)c3ncc(-c4cc(OC)c(OC)c(OC)c4)n3c2)c(OC)c1
14.1% | 0.1 | Cc1ccc(CN2C(=O)C(Cc3ccccc3)Nc3ncnc(N4CCOCC4)c32)cc1 (centres undefined)
0.2% | 0.6 | Cc1ccccc1-c1cnc(C(O)c2c(C)cccc2C)[nH]1 (centres undefined)
-1.0% | -1.4 | Cn1c(Nc2ccc(Cl)cc2F)nc2cc(-c3ccccc3)sc2c1=O
5.7% | 1.2 | Cc1cc(C(O)c2ncc(-c3ccccc3C)[nH]2)ccc1F (centres undefined)
-1.2% | 7.5 | COc1ccc(NC(=O)C2(C)CCN2Cc2cccc(OC)c2F)cc1OC (centres undefined)
8.9% | -3.5 | Cc1ccc(Cc2c(-c3ccc(Cl)cc3)nc3c(Cl)cc(C(F)(F)F)cn23)cc1
-3.9% | 2.7 | COC(=O)c1ccc2nc(-c3cccc(Br)c3)c(Cc3ccccc3C(F)(F)F)n2c1
5.2% | -1.4 | COc1ccccc1-c1cnc(C(O)c2ccc(Cl)cc2C)[nH]1 (centres undefined)
-11.8% | 2.0 | COCCCN1C(=O)C(CC(=O)NCCN2CCOCC2)CC(C(=O)N2CCOCC2)=C1C (centres undefined)
3.6% | 2.0 | CCOc1ccc(-c2cc(C(=O)NCCOC)[nH]n2)c(C)c1
-2.5% | 1.4 | COc1cc(CCN(C(=O)c2cccc(S(C)(=O)=O)c2)C(CCc2ccccc2)c2nc3ccccc3[nH]2)cc(OC)c1 (centres undefined)
-0.9% | -0.4 | CCOC1=C2[C@@H](CN(S(=O)(=O)c3ccc(C)cc3)[C@H]2c2cccs2)[C@H]2C(=O)N(c3ccccc3)C(=O)[C@H]2C1
-7.7% | 1.7 | CNC(C)C(=O)NC(C(=O)NC(C)C(=O)Nc1cccc2ccccc12)C(C)C (centres undefined)
3.2% | -1.7 | O=C(NCCC(F)(F)F)c1cccc2c(-c3ccc(F)c(F)c3)coc12
-10.3% | -2.6 | CCOC(=O)[C@]12CCC=C1N(CCC1=CCCCC1)C(=O)[C@H](CC(=O)N1CCSCC1)C2
6.3% | 2.8 | O=S1(=O)CC(N2CCC(Cc3ccccc3)CC2)CN1Cc1ccc(F)cc1 (centres undefined)
13.5% | 0.5 | COc1ccc(C(C)(O)c2nc(-c3cccc(C#N)c3)cs2)cc1 (centres undefined)
0.8% | 0.5 | CCCCn1nnnc1C(c1cccs1)N1CCN(C/C=C/c2ccccc2)CC1 (centres undefined)
-0.3% | -0.8 | CC(C)(C)c1ccc(NC(=O)c2cc(C3CCCN(C(=O)CCc4ccccc4)C3)on2)cc1 (centres undefined)
14.4% | -1.3 | CCc1nc2ccc(C(=O)N(CC)CCN(C)C)cn2c1N(C)CCCc1ccccc1
-7.8% | 5.1 | COc1ccccc1CNc1nc(NC(C)C)nc2cc(-c3ccccc3)sc12
-0.7% | 0.9 | CC(O)(c1cccnc1)c1nc(-c2cccc(F)c2)cs1 (centres undefined)
3.6% | -0.8 | COc1ccc(CC(N)c2csc(Nc3nc(C)cnc3C)n2)cc1 (centres undefined)

A different layout for some results above.
compound	GLS inh	PI4K2A block
COc1ccc(NC(=O)C2(C)CCN2Cc2cccc(OC)c2F)cc1OC (centres undefined)	-1.2%	7.5
COc1ccc(CC(N)c2csc(Nc3nc(C)cnc3C)n2)cc1 (centres undefined)	3.6%	-0.8
COCCCN1C(=O)C(CC(=O)NCCN2CCOCC2)CC(C(=O)N2CCOCC2)=C1C (centres undefined)	-11.8%	2.0
O=C(NCCC(F)(F)F)c1cccc2c(-c3ccc(F)c(F)c3)coc12	3.2%	-1.7
